From PubChem
UBC13 inh: blocks human UBC13 polyubiquitin chain formation; inhibition, % at 20 µM; TR-FRET; P61088; 330,000 compounds, 0.47% hits; in the data active = inhibition above about 45%, passing the limit was not always enough; inconclusive = no clear call, values can overlap the other calls
Gli-Sufu antag: blocks Gli-Sufu signaling in a luciferase reporter | Sufu-KO-LIGHT fibroblasts, Gli luciferase reporter luminescence | 340,000 compounds, 0.74% hits | inhibition, % at 5 µM;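 active = inhibition above about 55%, limit read from the data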;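 note: 0% = DMSO-treated cells and 100% = wells with medium but no cells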
APJ antag: APJ receptor antagonism; P35414; CHO-K1 APJ beta-arrestin complementation, luminescence; inhibition, % at 20 µM; 330,000 compounds, 0.32% hits; AID 2521;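 active = inhibition above about 40% at 20 µM, limit read from the data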;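 note: cells challenged with 10 nM apelin-13 agonist together with compound; plate controls were apelin-13 plus DMSO wells for no effect and DMSO wells lacking apelin-13 for full effect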
CCR6 antag: CCR6 (human) receptor antagonism; P51684; CHO-K1 CCR6 PathHunter beta-arrestin, luminescence, CCL20-stimulated; inhibition, % at 20 µM; 340,000 compounds, 0.49% hits; AID 493098;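 active = compounds whose inhibition of the agonist-driven luminescence signal at 20 µM reaches about 50%, limit read from the data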;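 note: cells stimulated with CCL20 at 14 nM final; plate controls were DMSO with CCL20 for no effect and DMSO without agonist for full effect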
Target sequence (P51684 whole entry, looked up): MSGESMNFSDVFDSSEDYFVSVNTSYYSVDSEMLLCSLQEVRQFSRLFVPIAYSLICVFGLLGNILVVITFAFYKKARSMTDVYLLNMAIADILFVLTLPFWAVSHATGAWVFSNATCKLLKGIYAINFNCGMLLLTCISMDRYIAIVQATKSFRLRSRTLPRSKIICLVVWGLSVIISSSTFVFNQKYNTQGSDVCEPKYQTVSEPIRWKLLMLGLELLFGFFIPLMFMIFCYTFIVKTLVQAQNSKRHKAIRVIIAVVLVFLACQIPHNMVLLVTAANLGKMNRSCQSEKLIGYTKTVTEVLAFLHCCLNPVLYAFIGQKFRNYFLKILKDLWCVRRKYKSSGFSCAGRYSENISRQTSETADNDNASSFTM
APJ agonist: agonists of human APJ apelin receptor; 330,000 compounds, 0.11% hits; activation, % at 20 µM; CHO-K1 APJ PathHunter beta-arrestin, luminescence; 0% DMSO wells, 100% apelin; AID 2520; P35414;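 active = activation more than six SD over the plate average, tested at 20 µM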;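 note: 0% = DMSO alone and 100% = apelin-13 at 10 nM; some results filed as inactive read as strong as hits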
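Incubation: overnight seeding, 90 min compound at 25 °C, 1 h detection; test system: PathHunter CHO-K1 APJ (AGTRL-1) beta-arrestin reporter cells; amount: 1000 cells/well; doses: one dose, 20 µM compound, 1% DMSO; measured by: beta-gal luminescence; measure: agonist-driven arrestin binding to APJ; benchmarks: negative DMSO alone, positive Apelin-13 at 10 nM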
CXCR6 inh: inhibitors of human CXCR6 receptor. O00574. inhibition, % at 20 µM. 360,000 compounds, 0.36% hits. CHO-K1 PathHunter CXCR6 beta-arrestin, luminescence; in the data active = inhibition above about 34%, passing the limit was not always enough;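 note: antagonist mode with CXCL16 agonist at 10 nM final; 0% = 10 nM CXCL16 with DMSO and 100% = unstimulated wells without agonist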
Target sequence (O00574 whole entry, looked up): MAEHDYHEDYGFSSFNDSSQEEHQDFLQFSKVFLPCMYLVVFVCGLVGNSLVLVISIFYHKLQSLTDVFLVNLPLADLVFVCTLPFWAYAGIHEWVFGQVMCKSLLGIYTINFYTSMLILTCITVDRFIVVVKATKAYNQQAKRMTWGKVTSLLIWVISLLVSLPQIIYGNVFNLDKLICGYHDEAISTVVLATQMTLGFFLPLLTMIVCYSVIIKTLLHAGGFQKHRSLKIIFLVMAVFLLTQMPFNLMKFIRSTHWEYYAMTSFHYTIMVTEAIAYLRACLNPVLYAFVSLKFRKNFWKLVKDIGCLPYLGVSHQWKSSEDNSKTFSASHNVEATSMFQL
EBI2 block: blocks human EBI2 receptor beta-arrestin signaling | P32249 | EBI2 beta-arrestin recruitment, luminescence, 7a,25-OHC stimulated | inhibition, % at 5 µM | 360,000 compounds, 0.81% hits | AID 651636; in the data active = inhibition above about 38%;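 note: enzyme fragment complementation signal reports receptor beta-arrestin coupling in cells; 0% = agonist plus DMSO wells and 100% = wells without agonist; some results beyond the cut were filed as inactive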
ATG4B inhibitor: inhibitors of human ATG4B cysteine protease; AID 504462; ATG4B cleavage of LC3-PLA2, NBD-HPC fluorescence, 1 h; Q9Y4P1; inhibition, % at 8.33 µM; 340,000 compounds, 0.51% hits; in the data active = inhibition above about 40%
Target sequence (Q9Y4P1 whole entry, looked up): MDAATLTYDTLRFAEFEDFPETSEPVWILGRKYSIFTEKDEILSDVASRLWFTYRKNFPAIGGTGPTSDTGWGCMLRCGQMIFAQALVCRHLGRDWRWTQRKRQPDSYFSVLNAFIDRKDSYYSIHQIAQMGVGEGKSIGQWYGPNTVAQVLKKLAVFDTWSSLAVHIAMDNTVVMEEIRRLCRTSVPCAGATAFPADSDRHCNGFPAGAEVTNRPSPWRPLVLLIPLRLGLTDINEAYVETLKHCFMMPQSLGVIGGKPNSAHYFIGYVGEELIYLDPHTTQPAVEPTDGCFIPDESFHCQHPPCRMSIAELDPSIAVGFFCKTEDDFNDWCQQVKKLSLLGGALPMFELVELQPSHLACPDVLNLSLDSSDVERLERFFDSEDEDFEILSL
* = called active by the depositor; ? = inconclusive; nt = not tested or not shown.

no.	Molecule	UBC13 inh	Gli-Sufu antag	APJ antag	CCR6 antag	APJ agonist	CXCR6 inh	EBI2 block	ATG4B inhibitor
1	CCc1cccc(C)c1NC(=S)NCCc1c(C)[nH]c2ccc(C)cc12	12	17	2	17	0	4	22	30
2	CC1(C)CC(=O)C2=C(C1)N(c1ccc(Cl)cc1)C(=O)C2(O)C(F)(F)F (stereo unspecified)	-12	2	5	-7	-1	1	-8	7
3	O=C1CCC(=O)N1CN(Cc1ccco1)CN1C(=O)CCC1=O	6	-28	4	15	8	-4	0	0
4	Cc1sc2ncnc(OCC(=O)NC(C)C(C)C)c2c1C (stereo unspecified)	5	-2	0	-7	-1	-2	-7	0
5	CNc1ccccc1C(=O)OCC(C)=O	12	-3	-4	-5	1	-8	-1	10
6	O=S(=O)(NCC(c1cccnc1)N1CCN(Cc2ccccc2)CC1)c1ccc(Cl)cc1 (stereo unspecified)	1	16	-15	8	-4	-8	-1	-13
7	Cc1ccc(NC(=O)c2nc[nH]c2C(=O)NCCCCCCNC(=O)c2[nH]cnc2C(=O)Nc2ccc(C)cc2)cc1	-10	-2	6	-12	-3	-14	-29	5
8	O=S(=O)(c1ccc2nc(COc3ccccc3)[nH]c2c1)N1CCOCC1	7	4	-1	-3	-6	-1	8	-4
9	CC(=O)c1ccc(-c2ccc(Cn3c(C)nc4cc(N)c(C)nc43)cc2)cc1	2	1	3	-1	-2	8	-10	-15
10	Cc1ccc(Nc2ccc(C(F)(F)F)cc2[N+](=O)[O-])cc1	-8	0	7	-10	-2	3	5	-6
11	N#C/C(=C/c1cccs1)c1ccccn1	-6	-21	6	-4	3	6	1	16
12	O=[N+]([O-])c1ccc(/C=N/n2c(-c3ccccc3)n[nH]c2=S)cc1	-10	-22	-17	24	3	6	4	-3
13	O=C(COc1ccccc1Br)Nc1ccccc1C(F)(F)F	8	-19	8	18	-4	1	5	23
14	CCCOc1ccccc1/C=C1\SC(N2CCCCC2)=NC1=O	-4	-5	-10	19	0	13	2	0
15	Cc1ccc(C(=O)c2cc(C)sc2N)cc1	-32	-11	16	11	-1	11	-6	-5
16	CC(=O)N(CCc1ccccc1)Cc1cc2ccc(C)c(C)c2[nH]c1=O	0	5	-11	12	-2	-13	4	4
17	CCN1CCN(CCCNC(=O)C2CCN(c3nnc(-n4c(C)ccc4C)s3)CC2)CC1	6	-8	11	13	-1	0	-9	-4
18	CCOC(=O)Nc1cccc2ccccc12	-11	6	-11	1	0	-4	-7	0
19	CCOC(=O)c1c(C)[nH]c(C)c1S(=O)(=O)N(C)CC(=O)Nc1cccc(C)n1	-12	-15	0	11	-1	0	13	-4
20	COc1ccc(-c2nc3nc(C)cc(=O)n3[nH]2)cc1	-2	3	-4	1	-3	-3	4	-10
21	C/C(=C/C(=O)NCc1ccccc1)C(=O)O	14	-9	4	-5	-1	-8	-3	6
22	Cc1ccc(C(=O)NCc2ccccc2)cc1Br	-1	-5	9	2	-1	-2	-4	6
23	CCOC(=O)C1CCCCN1C(=O)c1ccc2nc(Cc3ccc(OC)cc3)oc2c1 (stereo unspecified)	3	11	-11	9	-5	2	61*	-8
24	COc1ccc(-c2cc(C(F)(F)F)n3nc(C(=O)Nc4cc(C)on4)cc3n2)cc1OC	26	5	15	10	-1	-3	8	5
25	O=C(N/C(=C/C=C\c1ccccc1)C(=O)N1CCOCC1)c1ccc(Br)cc1	-15	-7	0	1	0	2	-6	-2

Some of these compounds in order of the CXCR6 inh value, largest number first:
entry	Structure	CXCR6 inh
13	O=C(COc1ccccc1Br)Nc1ccccc1C(F)(F)F	1
17	CCN1CCN(CCCNC(=O)C2CCN(c3nnc(-n4c(C)ccc4C)s3)CC2)CC1	0
8	O=S(=O)(c1ccc2nc(COc3ccccc3)[nH]c2c1)N1CCOCC1	-1
6	O=S(=O)(NCC(c1cccnc1)N1CCN(Cc2ccccc2)CC1)c1ccc(Cl)cc1 (stereo unspecified)	-8

The list goes on.
no.	Molecule	UBC13 inh	Gli-Sufu antag	APJ antag	CCR6 antag	APJ agonist	CXCR6 inh	EBI2 block	ATG4B inhibitor
26	O=C(c1ccc([N+](=O)[O-])cc1)n1nc(-c2ccccc2)nc1NCc1ccccc1	2	-2	5	12	-3	2	-7	-8
27	Cc1ccc(-c2nc3ccccn3c2NCc2ccc3c(c2)OCO3)cc1	7	-49	-15	3	4	1	-12	-8
28	CCC(C(=O)Nc1cccc(C(F)(F)F)c1)c1ccccc1 (stereo unspecified)	4	3	9	-4	-3	-9	8	2
29	COc1ccc(/C=C(\NC(=O)c2cccs2)C(=O)Nc2cccc3ccccc23)cc1OC	-10	4	3	3	0	2	-5	-23
30	O=C(C1CCN(S(=O)(=O)c2ccc(F)cc2)CC1)N1CCOCC1	0	0	13	-15	-4	-6	-4	4
31	O=C(NC1CCN(C(=O)Nc2cccc(F)c2)CC1)c1ccco1	-9	9	6	5	-3	-1	-7	1
32	CCN(C(=O)CSc1n[nH]c(-c2cc(Cl)ccc2OC)n1)C1CCS(=O)(=O)C1 (stereo unspecified)	9	3	1	10	-3	4	7	0
33	COc1ccc(-c2nnc(SC(C)C#N)o2)cc1 (stereo unspecified)	4	-26	-17	0	1	5	6	-5
34	CCOC(=O)N1CCN(C(=O)CCCn2c(=S)[nH]c3ccc(Br)cc3c2=O)CC1	11	5	9	8	1	3	-7	-17
35	CCCCOc1ccc(-c2c(C#N)c(N)[nH]c(=S)c2C#N)cc1	?	4	-21	7	-3	-3	2	-6
36	CCN(CC)S(=O)(=O)c1cccc(C(=O)Nc2cc(C)on2)c1	-4	-4	1	17	0	4	7	-2
37	COc1ccc(C(=O)CCS(=O)(=O)c2ccc(C)cc2)cc1OC	-1	6	7	-2	-2	-8	-16	-6
38	Cc1ccc(S(=O)(=O)N2CCCC2CNC(=O)C(=O)Nc2ccc(F)cc2F)cc1 (stereo unspecified)	-2	5	12	8	-1	3	-8	5
39	N#CCC(=O)Nc1ccc(C(=O)OCC(=O)c2ccc3c(c2)NC(=O)CO3)cc1	-14	-3	-8	9	0	5	3	-1
40	Cc1ccc(CNC(=O)C2CCCN(C(=O)Nc3ccc(F)cc3)C2)cc1 (stereo unspecified)	-2	-10	1	10	-3	-6	33	-3
41	Cc1onc(C(=O)N2CCN(C(c3ccccc3)c3ccccc3)CC2)c1[N+](=O)[O-]	-2	3	-41	6	-3	10	13	0
42	COc1ccc(N(CC(=O)Nc2cc(C(=O)O)ccc2C)S(=O)(=O)c2c(C)noc2C)cc1	2	-7	-2	-11	0	5	-9	-9
43	Cc1ccc(CNC(=O)CCn2ccc3cc(S(=O)(=O)N4CCCC4)ccc32)cc1	4	2	11	9	-1	6	10	-7
44	O=C1CCc2cc(NS(=O)(=O)c3ccc(Br)cc3)cc3c2N1CC3	-2	-2	-2	5	4	-9	0	4
45	O=C(CSc1ncnc2sc(-c3ccccc3)cc12)NC1CCS(=O)(=O)C1 (stereo unspecified)	5	26	7	-2	0	-6	-2	0
46	Nc1nc(CSC(=S)N2CCOCC2)nc(Nc2ccc(F)cc2)n1	2	-40	-22	4	-1	-12	6	1
47	CCC(C)N1CNc2c(c(=O)[nH]c(=S)n2-c2cccc(C)c2)C1 (stereo unspecified)	-4	3	7	5	-1	14	1	-4
48	CC(=O)c1c(C)[nH]c(C(=O)COC(=O)CCOc2ccc(C)cc2)c1C	-6	-6	-16	4	1	-1	-1	0
49	COC(=O)Cc1c(C)nc2nc(-c3ccc(Cl)cc3)[nH]n2c1=O	-6	-21	-16	-11	-3	-8	3	2
50	CCN(CC)CCn1c2c(c(SCC(=O)NCc3ccccc3)nc1=O)CCC2	-4	10	-4	-2	-3	-6	-11	1

New compounds follow
no.	Molecule	UBC13 inh	Gli-Sufu antag	APJ antag	CCR6 antag	APJ agonist	CXCR6 inh	EBI2 block	ATG4B inhibitor
51	COc1ccc(/C=C2\SC(=O)N(CC(=O)Nc3ccc(O)cc3)C2=O)cc1OC	-14	24	-9	4	-2	6	-9	11
52	O=C(CN1CCS(=O)(=O)CC1)N/N=C/c1cccc(C(F)(F)F)c1	7	-27	8	-4	-2	-2	11	4
53	COc1ccccc1N1CCN(C(=O)c2cc(N3C(=O)C4C5CCC(C5)C4C3=O)ccc2Cl)CC1 (stereo unspecified)	6	14	4	-2	0	1	-8	-10
54	Cc1cc(C=O)c(C)n1-c1cccc(C(=O)O)c1	-3	-5	-5	-11	-3	2	11	6
55	CCn1cc(C(=O)NCCCN2CCCC2)c(=O)c2cc(S(=O)(=O)N3CCc4ccccc4C3)ccc21	6	25	6	6	-2	13	1	1
56	CC(C(=O)O)N1C(=O)/C(=C/C=C/c2ccco2)SC1=S (stereo unspecified)	35	35	-1	34	-2	7	-3	72*
57	C=CCSc1nnc(NC(=O)CSCc2c(C)noc2C)s1	-1	41	8	7	-3	2	-4	5
58	CNC(=O)c1cccc2cccc(Sc3ccccc3C(=O)O)c12	-4	-4	-3	-7	0	-4	1	-9
59	CCNC(=O)c1ccc(N(C)S(=O)(=O)c2cccs2)cc1	0	27	-11	6	-1	3	-5	-3
60	COCc1c(N)c(C)nc(Cl)c1C#N	-3	1	24	-3	-1	11	-4	-5
61	CN(C)c1nc(-c2ccc([N+](=O)[O-])cc2)cs1	6	-37	-7	25	3	6	0	4
62	N#C/C(=C(/O)CN1CCN(c2ccccc2F)CC1)c1nc(-c2ccccc2)cs1	-19	9	2	11	-3	-8	-2	12
63	O=C(Cn1nc(-c2cccs2)ccc1=O)Nc1ccc(Br)cc1	1	-3	0	9	2	-5	0	-18
64	CC(Sc1ccc(Cl)cc1)C(=O)NCC1CCCO1 (stereo unspecified)	-1	-11	-3	-15	-3	-8	3	-6
65	COc1ccc(C2=NOC(Cn3nc(C(=O)NCc4ccc(C)cc4)cc3-c3ccccc3)C2)cc1 (stereo unspecified)	-4	23	10	12	13	3	44*	8
66	COc1cccc(N(CC(=O)NCCSCc2ccc(C)cc2)S(C)(=O)=O)c1	1	-19	-5	11	1	7	33	0
67	CCOC(=O)c1c(C)c(C(=O)NCc2ccc3c(c2)OCO3)c(C)n1CC	4	-4	12	13	-3	-5	-2	-2
68	O=C(Cc1ccccc1)Nc1ccc(NC(=O)C2CCCCC2)nc1	0	4	1	2	-1	-5	-2	-3
69	COc1ccc(N2CCN(C(=O)CCc3ccccc3)CC2)cc1	4	nt	-18	9	-2	-6	11	2
70	O=C(CNC(=S)N(Cc1ccccc1F)C1CCCCC1)NCC1CCCO1 (stereo unspecified)	-12	10	-11	1	-2	0	9	-4
71	Cc1ccc(Cc2nc(-c3cccnc3)no2)cc1	10	-31	4	19	0	4	-5	0
72	CNS(=O)(=O)c1ccc(C(=O)NCC(=O)NC(C)c2cccs2)cc1 (stereo unspecified)	-6	-2	9	-11	-3	-1	2	0
73	O=C1NC2c3ccccc3C(=O)N2c2c1cnn2-c1ccccc1 (stereo unspecified)	5	-14	17	-11	0	3	1	-2
74	C#CCOCCOCCOCCNc1nc(N2CCN(C(=O)[C@H]([C@@H](C)CC)n3cc([C@@H](N)CO)nn3)CC2)nc(N2CCN(C(=O)[C@H](Cc3ccc(O)cc3)n3cc([C@@H](N)C(C)CC)nn3)CC2)n1 (stereo partly specified)	5	-3	18	4	-2	5	-4	-10
75	Cc1ccccc1NC(=S)NCc1cccs1	2	1	13	-20	2	9	-11	2

(continued)
no.	Molecule	UBC13 inh	Gli-Sufu antag	APJ antag	CCR6 antag	APJ agonist	CXCR6 inh	EBI2 block	ATG4B inhibitor
76	O=c1c2cnn(-c3ccc(F)cc3)c2ncn1Cc1cccnc1	-14	1	-27	11	-5	1	-11	-2
77	O=C(c1cc2c(s1)CCCC2)N1CCN(CCO)CC1	-14	7	14	-10	-3	3	6	-5
78	O=C(CNC(=O)c1ccccc1)NCC(=O)OCC(=O)c1ccccc1	7	-8	1	9	-1	-4	0	9
79	O=S(=O)(c1ccccc1F)N1CCN(Cc2cc3c(cc2O)OCO3)CC1	6	-1	-15	-9	-4	-11	-3	-4
